# PERK inhibitor = blocks human PERK kinase; CHO PERK-DD fusion, SEAP luminescence translation reporter; inhibition, % at 5.6 µM; 0.17% of 220,000 active; AID 1416;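 active = inhibition above the mean inhibition of all tested compounds plus 3 SD, set separately per screening campaign, cut at about 2.9% in these data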;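 note: PERK kinase domain activated by AP20187 dimerizer at 100 nM; 0% = DMSO with dimerizer and 100% = rapamycin at 8.4 µM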
# Target sequence (Q9NZJ5 whole entry, looked up, the tested form may be a part): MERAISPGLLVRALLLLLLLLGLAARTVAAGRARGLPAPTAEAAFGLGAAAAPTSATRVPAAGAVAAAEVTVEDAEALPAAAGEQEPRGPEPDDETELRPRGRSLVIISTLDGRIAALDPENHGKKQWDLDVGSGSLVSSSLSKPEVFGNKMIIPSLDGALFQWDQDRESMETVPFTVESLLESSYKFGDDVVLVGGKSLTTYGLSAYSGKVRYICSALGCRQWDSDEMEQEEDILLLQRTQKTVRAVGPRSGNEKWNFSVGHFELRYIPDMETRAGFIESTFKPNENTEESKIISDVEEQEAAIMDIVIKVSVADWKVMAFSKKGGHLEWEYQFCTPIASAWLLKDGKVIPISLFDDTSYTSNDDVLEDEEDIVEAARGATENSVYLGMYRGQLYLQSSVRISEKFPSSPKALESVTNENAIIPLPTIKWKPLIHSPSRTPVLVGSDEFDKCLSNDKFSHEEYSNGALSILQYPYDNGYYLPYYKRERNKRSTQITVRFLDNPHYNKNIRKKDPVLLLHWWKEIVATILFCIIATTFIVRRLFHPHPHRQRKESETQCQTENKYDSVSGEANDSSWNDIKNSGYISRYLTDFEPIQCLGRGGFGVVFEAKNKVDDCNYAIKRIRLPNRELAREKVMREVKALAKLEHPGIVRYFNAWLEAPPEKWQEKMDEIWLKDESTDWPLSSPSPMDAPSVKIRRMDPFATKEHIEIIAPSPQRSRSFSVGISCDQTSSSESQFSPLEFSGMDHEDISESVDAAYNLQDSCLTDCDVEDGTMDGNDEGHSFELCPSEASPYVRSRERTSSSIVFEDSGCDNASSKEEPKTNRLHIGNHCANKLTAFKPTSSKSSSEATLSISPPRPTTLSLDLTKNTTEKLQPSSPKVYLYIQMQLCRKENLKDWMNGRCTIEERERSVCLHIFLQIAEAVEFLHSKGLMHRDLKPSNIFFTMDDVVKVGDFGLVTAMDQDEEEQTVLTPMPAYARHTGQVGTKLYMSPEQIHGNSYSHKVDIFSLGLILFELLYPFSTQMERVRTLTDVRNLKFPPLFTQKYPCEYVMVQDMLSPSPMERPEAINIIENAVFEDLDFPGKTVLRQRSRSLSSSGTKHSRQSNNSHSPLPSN
# S1P4 antag = antagonists of human S1P4 receptor. 0.26% of 220,000 active. O95977. S1P4-expressing cells, antagonist mode, reporter read-out. inhibition, % at 4.98 µM; in the data active = inhibition above about 29%;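 note: 0% = wells stimulated with agonist and 100% = vehicle wells without agonist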
# Ba/F3 V617F tox = lowers viability of Ba/F3 cells expressing EpoR and JAK2V617F; ATP luminescence; inhibition, % at 5.6 µM; 1.1% of 220,000 active; AID 1446;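 active = inhibition above the campaign mean plus 3 SD over all tested compounds, cut at about 24% in these data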;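 note: cytokine-independent growth of Ba/F3 cells driven by EpoR plus mutant JAK2; 0% = DMSO-treated cells and 100% = JAK inhibitor I control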
# EP2 modulator = EP2 receptor (human) modulation | P43116 | EP2-expressing cells, cAMP HTRF FRET, PGE2 co-stimulation | induction, % at 25 µM | 0.83% of 260,000 active;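 active = compounds whose cAMP rise, as percent of the full-agonist control response, exceeds 60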;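 note: rat C6 glioma line stably carrying human EP2 under a CMV promoter; the protocol text gives 20 µM as final concentration; 100% = response of wells given 1 µM PGE2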
# BaF3 tox = parental Ba/F3 viability inhibition as JAK2V617F counter-screen; CellTiter-Glo ATP luminescence; inhibition, % at 5.6 µM; 1.1% of 220,000 active; AID 1486;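 active = inhibition above a per-campaign cutoff, the mean inhibition of all tested compounds plus 3 SD, cut at about 27% in these data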;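 note: 0% = DMSO wells and 100% = JAK Inhibitor I control wells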
# zfTRPN1 agonist = agonists of zebrafish TRPN1 channel; 0.18% of 220,000 active; HEK293 zebrafish TRPN1-YFP, Fluo-8 calcium fluorescence; 100% = response to 87 µM carbachol; activation, % at 3 µM; AID 1424;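 active = activation above its plate's cutoff, the mean activation of test wells on that plate plus 3 SD, cut at about 19% in these data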;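 note: 0% = DMSO alone and 100% = 87 µM carbachol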
#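 Material: zebrafish TRPN1-YFP in HEK293 cells. Doses: one dose of 3 µM, 0.3% DMSO. Incubation: dye 1 h 37 °C plus 30 min RT. Measured by: intracellular calcium fluorescence with Fluo-8.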
# Calpain2 inh = calpain II (pig) inhibition | purified calpain II, fluorogenic peptide substrate, 30 min | inhibition, % at 16 µM | 0.37% of 220,000 active | AID 1236;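 active = inhibition above about 50%, limit read from the data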
# TRPML3 ag = human mucolipin-3 channel agonism; HEK293 TRPML3-YFP, Fluo-8 calcium fluorescence; 100% = the carbachol control signal; activation, % at 3 µM; 0.29% of 220,000 active; AID 1448;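 active = activation above its plate's cutoff, the mean activation of the plate's test wells plus 3 SD, cut at about 12% in these data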;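 note: 0% = DMSO only wells and 100% = carbachol wells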
#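 Material: HEK293 cells stably carrying human TRPML3-YFP; compound dosing: single dose, 3 µM final nominal compound, 0.3% DMSO final; incubation: 1-h 37 °C dye load, 5-s basal, 120-s post-compound reads; technique: Fluo-8 intracellular calcium fluorescence, excitation 470-495 nm, emission 515-575 nm; read-out basis: percent activation from peak-to-basal fluorescence ratio, scaled between DMSO and carbachol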
# S1P4 ag = activates the human S1P4 receptor; S1P4-expressing cell line, agonist reporter assay; 0.35% of 220,000 active; activation, % at 4.98 µM; O95977; in the data active = activation above about 11%;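 note: 0% = DMSO vehicle and 100% = reference agonist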
# Active calls of the source: *; i = inactive; / = not tested or not shown; & = joins results of further samples.
SMILES,PERK inhibitor,S1P4 antag,Ba/F3 V617F tox,EP2 modulator,BaF3 tox,zfTRPN1 agonist,Calpain2 inh,TRPML3 ag,S1P4 ag
O=C(COC(=O)/C(=C/c1cccs1)c1cccs1)NC(c1ccccc1)c1ccccc1,0.8,-14,0,39,8,1.4,-5,0.5,-0.1
Cc1cccc(C)c1NC(=O)CSc1nnc([C@@H]2CCCN2C(=O)OC(C)(C)C)o1,0.2,-9,-2,6,9,0.7,7,0.5,-0.2
CSc1ccccc1-c1nnc(-c2ccc(Cl)cc2Cl)o1,0.2,-28,1,19,6,1.6,-3,0.1,-1.6
O=C(N/N=C1/CCSC1)c1cc(Br)ccc1O,-0.6,-10,4,7,7,6.1,-75,1.0,0.0
Cc1nc(C)c(C(=O)Nc2cccc(C)c2C)o1,0.5,2,-1,12,3,1.5,-24,-0.4,-0.4
CC(C)CCn1c(SCC(=O)N2CC(=O)Nc3ccccc32)nc2scc(-c3cccs3)c2c1=O,0.0,0,0,12,4,-0.5,-221,0.2,0.9
O=C(CCSc1ccc(Cl)cc1)NCc1ccccn1,0.3,-3,2,-38&-32,9,1.0,18,0.1,0.7
COc1ccc(OC)c(C(Nc2ccccc2)P(=O)(OC(C)C)OC(C)C)c1 (centres undefined),0.6,-39,-1,20,-6,-2.4,-1,-0.1,-0.5
O=C(CC1C(=O)CCCC1=O)c1ccccc1,0.0,-3,-3,8,2,-1.0,-15,0.7,0.9
CCN1CCN(CCOc2cccc(Cl)c2Cl)CC1,-0.2,0,0,-8,2,0.3,31,1.1,2.6
Cc1cc(=O)[nH]c(SCC(=O)c2c(N)n(C)c(=O)n(C)c2=O)n1,0.4,-14,0,27,5,1.1,15,0.9,1.3
Cc1ccc(-c2ccc(/C=N/NC(=O)Cc3nnc(N)s3)o2)cc1Cl,1.0,-10,-5,-8,-4,-0.7,-54,0.5,0.8
O=C1C=C(N2CCN(C3=CC(=O)CCC3)CC2)CCC1,0.0,-2,4,-4,6,1.4,4,0.2,-1.2
CCOC(=O)CSC1=C(C#N)C(c2ccco2)C(C(=O)OCc2ccccc2)=C(C)N1 (centres undefined),0.4,-24,-1,-14,0,-0.5,24,0.2,1.5
COC(=O)c1cc(-c2ccc(OC)cc2)on1,-0.8,12,0,27,-1,0.2,-25,-0.3,1.0
C=CCn1c(=N)c(C(=O)NCCCOC)cc2c(=O)n3ccccc3nc21,-0.3,-13,-1,16,4,-1.3,i,0.6,11*
Cc1cccc(NC(=S)Nc2c(C)n(C)n(-c3ccccc3)c2=O)c1C,-0.2,2,2,14,8,0.8,22,0.5,-0.6
O=C(/C=C/c1cccs1)N1CCOCC1,1.1,-3,-2,7,3,0.3,56*,-0.1,0.9
CCCc1nc2ccccc2c(C(=O)OCC(=O)Nc2ccc(S(=O)(=O)N3CCOCC3)cc2)c1CC,-2.3,-1,4,-4,9,1.1,-82,0.8,-0.2
Cc1onc(-c2c(F)cccc2Cl)c1C(=O)O/N=C(\N)c1ccc([N+](=O)[O-])o1,-0.6,9,7,-8,2,0.4,23,-0.3,0.0
Fc1ccc(-n2c(Cc3ccccc3)nnc2SCc2nc(-c3cccs3)no2)cc1,-0.3,0,0,-8,7,-2.0,0,-0.1,-0.1
O=c1c2c3c(sc2nc2n1CCCCC2)CCCC3,0.3,-13,-3,-5,3,0.7,18,0.4,0.8
COc1ccc2[nH]c(-c3ccccc3)cc2c1,-0.1,-1,1,-49,0,-0.5,-147,0.2,1.4
c1ccc(-c2nc(CSc3n[nH]c(-c4cccs4)n3)cs2)cc1,0.4,4,-4,-65,-3,0.0,-1,0.5,-1.2
CCOC(=O)CC(NC(=O)Cn1nnc(-c2ccccc2C)n1)c1ccc(OC)cc1 (centres undefined),0.4,-11,-2,-18,-1,1.7,4,0.8,0.1
CCOC(=O)Cn1c(=O)c(C#N)cn(C(C)C)c1=O,1.7,-18,-1,-18,7,0.0,6,1.3,1.6
O=C(/C=C/c1ccncc1)c1ccc(NC(=O)c2ccccc2F)cc1,-0.6,37*,-6,-53,-2,5.8,-12,4.3,2.5
Cn1c(SCc2nc(-c3ccccc3)no2)nnc1-c1ccco1,0.6,-2,2,3,3,-0.2,0,-0.5,0.3
COC(=O)c1sc2ncn(N)c(=O)c2c1C,1.1,2,3,19,-1,1.4,-2,-0.3,-0.2
CCN(CC1COc2ccccc2O1)C(=S)Nc1ccc(F)cc1 (centres undefined),-0.2,-12,34*,-91,31*,-0.3,21,0.4,-0.7
C/C=C/c1c(F)c(F)c(Oc2ccc(C(=O)O)cc2)c(F)c1F,1.7,1,-1,-65,6,1.1,-45,0.4,-1.1
COc1cc(O)sc1C=Nc1ccc(Cl)cc1Cl,-0.6,-15,5,4,5,0.8,19,0.2,1.0
COc1ccc(CCNC(=O)c2nnn(CC(=O)Nc3ccccc3)c2N)cc1OC,1.3,-12,0,-1,3,1.0,14,-0.7,0.9
CCn1c(SCC(=O)Nc2ccccc2)nnc1C1CCCCC1,0.0,5,0,9,3,-0.2,8,0.6,1.6
CC(=O)Nc1ccc(S(=O)(=O)NC(C)C(=O)OCC(=O)NC2CCCC2)cc1 (centres undefined),0.5,-10,2,14,6,-0.2,16,0.6,0.2
Cc1cccc(N2C(=O)C(O)=C(C(=O)c3cccs3)C2c2ccc(F)cc2)n1 (centres undefined),1.1,9,-1,30,10,0.0,-50,-0.4,-1.5
COc1ccc(C(=O)NCCCn2ccnc2)cc1,0.2,-11,3,15&-3,4,0.2,-6,0.9,-0.8
N#CCCN(C(=O)Nc1ccc(Cl)cc1)c1ccccc1,-0.1,-3,-2,-29,2,0.3,29,0.5,0.7
CS(=O)(=O)N1CCc2cc(C(=O)N3CCCCC3)ccc21,0.6,-12,0,23,0,0.0,21,1.3,0.6
CN=C1SC(CC(=O)Nc2cccc(Cl)c2Cl)C(=O)N1C (centres undefined),-0.1,-9,-1,-26,1,0.5,15,0.2,0.1
c1ccc(-c2cc3ccccc3nc2N2CCCC2)cc1,-1.5,-11,3,18,5,-0.9,13,0.2,-3.0
CCOC(=O)CSc1nnc(-c2nnc(SCC(=O)OCC)n2CC)n1CC,0.8,-9,1,-12,3,2.0,10,1.4,0.8
COc1cccc(C(=O)N2N=C(c3ccccc3)CC2(O)C(F)(F)F)c1 (centres undefined),-0.9,-18,0,48,4,-1.9,-21,-0.5,0.6
CCCCCC1C/C(=N\O)C=C(C)C1C(=O)OC (centres undefined),0.2,8,-2,47,-2,-2.0,7,0.1,-1.6
Cc1nc(NS(=O)(=O)c2ccc(Br)cc2)c2c3c(sc2n1)CCC3,0.4,-13,-2,-27,2,2.2,-5,0.5,-0.4
COC(=O)/C(=N/Nc1ccccc1C)N1CCCc2ccccc21,1.1,-4,-5,36,0,-1.8,1,-0.4,-1.4
O=C(Cn1nc(-c2cccc(Cl)c2)ccc1=O)Nc1ccccc1Br,1.1,-5,0,-73&-69,12,1.5,6,0.3,1.3
NC(=O)CNC(=O)c1ccc(Cl)cc1,1.5,5,-5,5,0,1.5,-14,1.2,2.0
O=C(Nc1ccccc1C(=O)Nc1ccc2c(c1)OCO2)c1cccs1,-1.7,-13,0,1,4,0.1,-3,0.9,1.2
N#CCSc1nnc(N)s1,0.5,-20,0,10,1,0.1,-14,0.6,0.8
C(/CCc1ccccc1)=N\Nc1nc2ccccc2[nH]1,1.6,-2,3,-67,7,-2.2,1,0.9,-2.0
CC(=O)c1ccc(N2CCN(C(=O)Nc3ccc(Cl)cc3)CC2)cc1,0.3,0,1,-45,10,11,0,4.5,-0.6
O=C1CN(c2ccccc2Cl)C(=O)CN1c1ccccc1Cl,0.1,-11,3,7,4,1.4,-19,0.5,2.6
O=C(O)c1cccc(S(=O)(=O)N2Cc3ccccc3C2)c1,1.3,0,-3,-33&-70,-3,1.0,-11,0.8,-0.9
CCOC(=O)C1C(=O)NC(N2CCCCC2)=NC1C(C)C (centres undefined),0.3,-6,-3,1,1,0.5,-3,1.4,0.4
NC(=O)[C@@H]1CCCCNc2c(I)cc([N+](=O)[O-])cc2C(=O)N[C@@H](CCC(=O)O)C(=O)N[C@@H](CO)C(=O)N1,0.2,-17,-2,25,4,-0.6,-30,0.1,1.5
O=C(CCCN1C(=O)c2ccccc2C1=O)NCc1ccco1,0.1,-19,3,27,1,0.0,-14,0.6,-3.7
Cc1ccc(S(=O)(=O)N2CCOCC2)cc1C(=O)NCc1ccco1,0.8,3,-4,21,-1,1.1,-3,0.5,-0.4
COc1ccc(C(=O)CSc2nnnn2Cc2ccccc2)cc1,1.1,-9,0,-51,3,-2.0,6,-0.6,0.0
Cc1ccc(/C(O)=C2\C(=O)C(=O)N(c3cc(C)on3)C2c2cccc(Cl)c2)cc1 (centres undefined),2.3,-8,1,11,6,1.5,-54,0.3,-0.6

# Going on with the list.
SMILES,PERK inhibitor,S1P4 antag,Ba/F3 V617F tox,EP2 modulator,BaF3 tox,zfTRPN1 agonist,Calpain2 inh,TRPML3 ag,S1P4 ag
COc1cc(/C=C/C(=O)Nc2cc(C(F)(F)F)ccc2Cl)cc(OC)c1OC,-1.1,-70,2,2,7,-1.6,-142,-0.9,0.2
CC1CCN(S(=O)(=O)c2cccc(C(=O)Nc3nccs3)c2)CC1,-0.3,-51,3,-26,4,0.3,29,0.9,1.9
S=C(NCCc1ccccc1)NCc1cccs1,1.3,-11,-4,-29,6,-1.4,18,-1.1,-0.4
CCn1c(CNc2cccc(Cl)c2)nnc1SCC(=O)OC1CCCCC1,-0.4,-12,-1,-5,6,5.9,-20,1.4,-1.9
Cc1ccc(S(=O)(=O)NCc2nc3ccccc3c(=O)n2N)cc1,-0.3,14,3,-19,8,2.5,-15,0.7,-0.3
CCOC(=O)Cc1nnc(NC(=O)C(CC)Sc2nc(C)cc(C)n2)s1 (centres undefined),0.3,-9,-6,-3,3,1.4,11,-0.8,1.5
Cc1ccc(NC(=O)C2CCN(c3nc(C)cc(C)n3)CC2)cc1,2.0,-16,-3,14&34,0,-0.9,-24,0.0,-1.0
Cc1ccc2cc(C#N)c(N3CCCN(S(=O)(=O)c4ccccc4)CC3)nc2c1C,0.6,-3,-4,/,0,-0.5,/,0.9,3.4
CC(C)(C)OC(=O)NCc1nc(N)n[nH]1,1.4,-1,-1,23,6,-2.2,9,1.3,-1.3
Cc1ccc(Nc2c(-c3ccc(N4CCOCC4)cc3)nc3ncccn23)c(C)c1,-0.1,14,-4,-74,2,2.0,-55,0.8,-1.1
Fc1ccccc1/C=N/Nc1ncnc2nc[nH]c12,0.8,8,3,-9,10,0.0,7,0.1,-1.3
CCn1c(SCC(=O)NNC(=O)c2ccccc2)nnc1-c1ccco1,1.7,1,-4,42,-1,0.2,-10,0.7,-1.8

# Grouped by structure: those above with a COOH group (3)
SMILES,PERK inhibitor,S1P4 antag,Ba/F3 V617F tox,EP2 modulator,BaF3 tox,zfTRPN1 agonist,Calpain2 inh,TRPML3 ag,S1P4 ag
C/C=C/c1c(F)c(F)c(Oc2ccc(C(=O)O)cc2)c(F)c1F,1.7,1,-1,-65,6,1.1,-45,0.4,-1.1
O=C(O)c1cccc(S(=O)(=O)N2Cc3ccccc3C2)c1,1.3,0,-3,-33&-70,-3,1.0,-11,0.8,-0.9
NC(=O)[C@@H]1CCCCNc2c(I)cc([N+](=O)[O-])cc2C(=O)N[C@@H](CCC(=O)O)C(=O)N[C@@H](CO)C(=O)N1,0.2,-17,-2,25,4,-0.6,-30,0.1,1.5

# Outcome played no part in choosing rows. Share with any hit: about 3.6%.
